FBW7 act = activators of human E3 ligase FBW7. Q969H0. AlphaScreen FBW7–phospho-cyclin E peptide binding, activator screen. normalized activity (activation), % at 26.1 µM. hit rate 0.13% among 650,000; in the data active = normalized activity above about 1.9%;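 note: purified mutant Fbw7 with reduced substrate affinity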
GPR151 activ = activators of human GPR151; Q8TDV0; PathHunter beta-arrestin GPR151 cells, luminescence; activation, % at 11.2 µM; hit rate 1% among 650,000; in the data active = activation above about 4.9%;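 note: 0% = median of compound wells and 100% = cells with positive control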
Target sequence (Q8TDV0 whole entry, looked up): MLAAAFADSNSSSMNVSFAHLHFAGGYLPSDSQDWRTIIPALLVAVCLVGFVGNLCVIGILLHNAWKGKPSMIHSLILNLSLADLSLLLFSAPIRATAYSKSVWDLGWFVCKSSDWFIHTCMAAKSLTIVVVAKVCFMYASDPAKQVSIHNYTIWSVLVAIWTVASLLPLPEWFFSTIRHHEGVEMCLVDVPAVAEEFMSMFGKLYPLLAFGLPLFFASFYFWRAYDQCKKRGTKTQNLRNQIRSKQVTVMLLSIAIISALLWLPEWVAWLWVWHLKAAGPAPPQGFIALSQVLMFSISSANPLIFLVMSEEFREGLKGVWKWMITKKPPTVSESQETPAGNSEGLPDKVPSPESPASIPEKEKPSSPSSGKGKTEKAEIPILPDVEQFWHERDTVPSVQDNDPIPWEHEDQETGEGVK
TEAD-YAP block = TEAD-YAP interaction inhibition; HEK-TIYL cells, TEAD-Gal4/YAP UAS-luciferase luminescence; inhibition, % at 9.12 µM; hit rate 1.4% among 640,000; AID 1259422; in the data active = inhibition above about 32%;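 note: 0% = median of test compound wells and 100% = reference inhibitor wells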
MITF inh = inhibitors of human MITF. O75030. AlphaScreen MITF homodimerization, bead proximity signal. inhibition, % at 2.6 µM. hit rate 0.91% among 650,000; in the data active = inhibition above about 50%;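 note: 0% = vehicle wells with protein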
Target sequence (O75030 whole entry, looked up): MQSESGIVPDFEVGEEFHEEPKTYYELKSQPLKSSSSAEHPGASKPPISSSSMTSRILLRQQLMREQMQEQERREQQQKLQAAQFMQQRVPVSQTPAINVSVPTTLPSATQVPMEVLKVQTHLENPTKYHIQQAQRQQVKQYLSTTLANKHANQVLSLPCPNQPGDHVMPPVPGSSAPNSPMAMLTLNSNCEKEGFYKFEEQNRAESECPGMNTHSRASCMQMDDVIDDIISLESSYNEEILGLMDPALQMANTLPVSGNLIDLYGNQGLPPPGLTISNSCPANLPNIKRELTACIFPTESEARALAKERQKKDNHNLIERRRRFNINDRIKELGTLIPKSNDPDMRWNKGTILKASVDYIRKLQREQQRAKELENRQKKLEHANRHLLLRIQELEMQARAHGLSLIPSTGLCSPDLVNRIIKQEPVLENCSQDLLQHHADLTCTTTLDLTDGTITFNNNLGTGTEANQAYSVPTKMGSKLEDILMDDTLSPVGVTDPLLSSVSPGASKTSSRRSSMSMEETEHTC
Starred values were filed as active, the others as inactive; & = joins results of further samples. The order is random. Share with any hit: about 3.5%.

SMILES	FBW7 act	GPR151 activ	TEAD-YAP block	MITF inh
CCC1(C)NC(=O)N(CC(=O)Nc2sc3c(c2C(=O)OC)CCCCC3)C1=O (stereo unspecified)	-0.1	0.2	-3.8	-4.4
Cc1cc(C)n(/N=C/c2ccc(Br)s2)c(=O)c1C#N	0.3	0.8	4.4	17.8
COCCNC(=O)CSc1nc2ccccc2c(=O)n1CCC(=O)NCCc1ccc(OC)c(OC)c1	0.3	0.2	-16.2	11.4
C(=Nc1cccc2ccccc12)c1cccnc1	0.0	-0.1	5.5	6.7
O=C(CSc1nc2cc3c(cc2c(=O)n1CCC(=O)N1CCN(c2ccccc2)CC1)OCO3)c1ccc(F)cc1	0.0	-1.0	-4.2	4.1
CCOC(=O)c1sc(NC(=O)c2ccccc2)cc1C	0.1	-4.5	-29.9	5.5
COc1ccccc1CCNC(=O)[C@@H]1C[C@H](n2cnnn2)CN1Cc1ccccc1	-0.1	-0.7	6.1	-6.1
O=C(Oc1c(Br)cc(Br)cc1Br)c1ccco1	0.1	-1.3	-1.1	16.0
CCOc1cc(C2/C(=C(\O)c3ccc(C)cc3)C(=O)C(=O)N2c2nncs2)ccc1O (stereo unspecified)	0.1	0.3	-7.9	0.3
CCC1N(c2ccccc2)CCN1c1ccccc1	-0.1	0.3	-4.5	-0.1
CCN(CCO)c1nc(N)c(C#N)c(CC#N)c1C#N	0.0	4.1	-13.1	3.3
O=C(CC(C(=O)N1CCc2ccccc21)n1ccnc1)NC1CCCCCCC1 (stereo unspecified)	0.2	-1.4	2.0	6.8
CCCCN(CCCC)C(=O)c1cc2c(=O)n3cccc(C)c3nc2s1	0.7	0.6	-1.6	-3.3
Cc1nn(C)c(C(=O)NNC(=S)NC2CCCCC2)c1Br	-0.2	-1.3	-53.9	37.4
CSc1ncccc1C(=O)NCc1cc(-c2ccccc2)on1	0.0	0.5	-2.6	2.0
Fc1ccc(Nc2nc(-c3cccnc3)nc3ccccc23)cc1F	-0.2	0.2	4.0	-7.1
COc1cccc(C2CC(c3cccc(OC)c3)n3nnnc3N2)c1 (stereo unspecified)	0.0	0.1	-2.9	-1.6
CCOC(=O)c1c(NC(=O)C23CCC(C)(C(=O)O2)C3(C)C)sc2c1CCCC2 (stereo unspecified)	0.2	-0.3	2.8	10.1
COc1ccc(NC(=O)c2ccc3c(=O)n4c(nc3c2)CCCCC4)cc1Cl	0.0	1.1	-0.4	-8.4
O=S(=O)(Nc1ccc(-c2cn3ccccc3n2)cc1)c1ccc(Cl)cc1	0.3	2.8	-0.1	1.2
O=C(COc1ccccc1)NCc1nc(-c2ccccc2)no1	0.1	0.1	-1.8	-0.9
NC(=O)c1ccccc1NC(=O)CS(=O)(=O)Cc1ccccc1	0.1	1.3	6.2	21.9
CCC(NS(=O)(=O)c1ccc(C)cc1)C(=O)N1CCC2(CC1)OCCO2 (stereo unspecified)	-0.1	1.6	-11.3	-4.0
CCOC(=O)c1c(C=O)[nH]c(C(=O)O)c1C	0.0	0.2	11.7	5.9
COc1cccc(NC(=O)CSc2nc3ccsc3c(=O)n2-c2ccc(C(=O)O)cc2)c1	0.2	-1.7	-8.2	3.1
O=C(COC(=O)CCSc1ccc(Cl)cc1)NCc1ccco1	0.0	0.1	-0.1	13.2
COc1ccc(C2C(C(=O)Nc3nc4ccc(OC)cc4s3)c3ccccc3C(=O)N2C2CCCCC2)cc1 (stereo unspecified)	-0.2	0.6	10.1	2.5
Cc1oc2c(C)c3oc(=O)c(CC(=O)O)c(C)c3cc2c1C	-0.1	-0.1	1.2	0.7
CC(=O)NS(=O)(=O)c1ccc(NS(=O)(=O)c2cccc(C(F)(F)F)c2)cc1	0.0	-0.1	-2.6	13.8
O=C(Nc1nnc(C2CCCCC2)s1)c1ccc(Br)cc1	0.2	-1.0	7.2	11.7
CCc1ccc(NC(=O)CCCN2C(=O)COc3ccc(C)cc32)cc1	-0.2	-0.7	15.6	9.7
Cc1sc(NC(=O)c2ccc(I)cc2)c(C(=O)O)c1C	0.1	0.7	20.2	4.5
CC(=O)c1cccc(-c2cccc(C(=O)Nc3ccc(Oc4ccccc4)cc3)c2)c1	0.0	-0.9	-9.3	3.2
O=C(CSc1nnc(NC(=O)COc2ccc(Cl)cc2)s1)NCC1CCCO1 (stereo unspecified)	0.1	-0.3	-1.6	8.7
COc1cc(OC)nc(N2CCN(C=O)CC2)n1	0.3	-3.0	10.8	2.7
COc1ccc(C2Nc3ccccc3NC3=C2C(=O)CC(c2ccccc2)C3)cc1 (stereo unspecified)	0.0	0.8	-7.3	7.5
CCOC(=O)c1ccc(NC(=O)COC(=O)c2cc(=O)c3ccccc3o2)cc1	-0.1	-0.7	8.6	-2.5
Cc1ccc(C(=O)COC(=O)CN2C(=O)C3C4C=CC(C5CC45)C3C2=O)cc1C (stereo unspecified)	0.1	0.3	5.2	1.0
CC(CNC(=O)C(c1ccccc1)c1ccccc1)c1ccccc1 (stereo unspecified)	0.0	-1.5	4.5	10.1
CCN(CC)C(=O)C1CCCN(Cc2ccc(F)cc2F)C1 (stereo unspecified)	0.0	-0.3	6.1	47.4

Reprinted at random: two entries already listed, in no set order.
SMILES	FBW7 act	GPR151 activ	TEAD-YAP block	MITF inh
COc1ccc(C2C(C(=O)Nc3nc4ccc(OC)cc4s3)c3ccccc3C(=O)N2C2CCCCC2)cc1 (stereo unspecified)	-0.2	0.6	10.1	2.5
O=C(CSc1nnc(NC(=O)COc2ccc(Cl)cc2)s1)NCC1CCCO1 (stereo unspecified)	0.1	-0.3	-1.6	8.7

The listing continues:
SMILES	FBW7 act	GPR151 activ	TEAD-YAP block	MITF inh
COc1ccc(CCNC2CCCN(c3nc(C)c4cc(F)ccc4n3)CC2)c(OC)c1 (stereo unspecified)	0.7	-0.7	3.1	-26.9
COc1cccc(CNc2nc3nc(C)cc(=O)n3[nH]2)c1	0.1	0.1	9.6	3.6
COc1ccc(CCNC(=O)CCn2c(SCC(=O)NCc3ccc(C)cc3)nc3ccccc3c2=O)cc1OC	-0.1	-1.3	-5.8	0.6
COc1ccccc1C/C(N)=N/OC(=O)c1ccc(Br)cc1	0.2	-0.9	-22.7	-6.0
CCN(Cc1ccccc1)C(=O)CSc1ncccc1C(=O)O	0.6	0.1	10.2	3.8
C=CCC(CC=C)(NC(=O)c1ccc(F)cc1)c1ccccc1	0.6	-1.1	9.5	6.1
NC(=O)NC(CC(=O)Nc1ccc2c(c1)OCCCO2)c1cccc(Oc2ccccc2)c1 (stereo unspecified)	0.0	2.4	14.4	-2.4
CCOC(=O)c1cnc(SCC)[nH]c1=O	0.0&0.1	0.9&0.7	1.6&4.7	4.3&2.2
Cn1c(=O)c(=O)n(C)c2cc(S(=O)(=O)N3CCOCC3)ccc21	-0.2	-0.1	-4.3	1.1
Cc1cc(C)c(/C=C(\C#N)C(N)=O)c(C)c1	-0.3	0.1	-29.2	-3.8
Fc1ccc(C2c3cccn3CCN2C(=S)Nc2cccc(Br)c2)cc1 (stereo unspecified)	0.0	-1.3	5.1	5.8
N#Cc1ccc(-c2csc(NC(=O)C3=COCCO3)n2)cc1	0.0	0.1	-13.4	9.1
O=C(CSc1nc2ccccc2s1)n1c2c(c3ccccc31)CCCC2	-0.1	0.8	5.2	-6.5
Cc1cc(C)n2nc(C(=O)OCC(=O)NC(=O)NC3CCCC3)nc2n1	0.2	-0.1	0.3	15.0
CC(C)(C)c1ccc(OCC(=O)Nc2ccc(CC(=O)N3CCOCC3)cc2)cc1	-0.1	-2.0	-12.7	5.9
COC(=O)/C(C#N)=C/c1c(Oc2ccc(Cl)c(C)c2)nc2ccccn2c1=O	0.1	0.5	5.0	11.2
Cc1ccc(C)c(OCC(=O)Nc2ccc(C(=O)OCC(C)C)cc2)c1C	-0.2	-1.3	-0.8	7.9
Cc1oc2cc3oc(=O)c(CC(=O)O)c(C)c3cc2c1-c1ccccc1	0.5	0.2	15.5	6.3
C=CCN(c1ccccc1)S(=O)(=O)c1cccnc1	0.1	0.8	-7.3	6.0
COc1ccc(S(=O)(=O)n2c(SCC(=O)Nc3ccc(Oc4ccccc4)cc3)nc3ccccc32)cc1	-0.1	1.2	1.4	5.8

Complete entries, looked up by structure. Order of values: FBW7 act, GPR151 activ, TEAD-YAP block, MITF inh
C=CCC(CC=C)(NC(=O)c1ccc(F)cc1)c1ccccc1 is listed as 0.6, -1.1, 9.5, 6.1
COc1ccc(CCNC2CCCN(c3nc(C)c4cc(F)ccc4n3)CC2)c(OC)c1 (stereo unspecified) is listed as 0.7, -0.7, 3.1, -26.9
Cc1cc(C)c(/C=C(\C#N)C(N)=O)c(C)c1 is listed as -0.3, 0.1, -29.2, -3.8
COc1ccccc1C/C(N)=N/OC(=O)c1ccc(Br)cc1 is listed as 0.2, -0.9, -22.7, -6.0
Cn1c(=O)c(=O)n(C)c2cc(S(=O)(=O)N3CCOCC3)ccc21 is listed as -0.2, -0.1, -4.3, 1.1

Continuation.
SMILES	FBW7 act	GPR151 activ	TEAD-YAP block	MITF inh
CCOC(=O)c1c(NC(=O)c2nn(C)cc2Cl)sc2c1CCCC2	0.4	-0.6	6.9	93.1*
CCC1CCCCN1C(=O)CSc1nc(N)c(NC(=O)c2ccco2)c(=O)[nH]1 (stereo unspecified)	1.2	1.7	-3.2	10.8
FC(F)(F)c1ccc(Nc2nc(NCc3cccc(C(F)(F)F)c3)c3ncn(-c4ccsc4)c3n2)cc1	-0.1	1.3	7.6	-5.1
Cc1ccc(C(=O)Nc2ccccc2C(=O)O)cc1[N+](=O)[O-]	-0.1	-7.2	-48.7	9.2
O=C(Cn1ccc2ccccc21)NCCCC(=O)Nc1cccc2cccnc12	0.2	1.3	3.0	8.3
O=C(Nc1cc(Cl)ccc1Cl)c1ccc(Br)cc1F	0.0	-1.7	1.4	-8.8
Cc1ccc(CN2CCN(CC3CC=CCC3)CC2)cc1 (stereo unspecified)	0.0	-0.1	3.1	21.8
Cc1cc(C)c(-n2nnnc2SCC(=O)Nc2nonc2-c2nc3ccccc3n2C)c(C)c1	-0.5	-0.2	-4.0	-8.2
O=C1CSC(c2ccccc2)N1Cc1ccccn1 (stereo unspecified)	-0.1	0.5	2.5	6.7
CC(C)=NNC(=O)c1ccc(Cl)cc1	0.1	11.6*	-34.5	7.2
CC(O)CNCCOc1ccccc1OCc1ccccc1 (stereo unspecified)	-0.1	0.4	4.7	3.5
Cc1ccc(N(CC(N)=O)C2SC(=O)N(c3cccc(C)c3)C2=O)cc1 (stereo unspecified)	-0.1	-0.7	7.9	24.0
CC(Oc1ccc(Cl)cc1)C(=O)N/N=C\c1cccc([N+](=O)[O-])c1 (stereo unspecified)	0.0	-1.6	0.9	24.6
Cc1ccccc1COc1cn(CC(=O)Nc2ccc(F)cc2)c(C)cc1=O	0.0	0.4	-4.0	2.5
CCOC(=O)c1sc2nc(CC(=O)OC)nc(NCc3cccnc3)c2c1C	-0.1	0.4	-0.5	-2.8
CCN(CC)S(=O)(=O)c1ccc(N/N=C(\C)c2cccs2)c([N+](=O)[O-])c1	-0.1	0.5	9.0	11.3
CCN(CC)CCOC(=O)c1ccc(N=Cc2c(O)n(CCc3ccccc3)c(=O)[nH]c2=O)cc1	-0.1	1.5	9.2	-11.2
CC(C)(C)c1ccc(/C=N\NC(=O)Cn2nnc3ccccc32)cc1	0.2	-0.8	-1.9	9.9
O=C(NC1CCCCC1)N1CCN(S(=O)(=O)c2ccc([N+](=O)[O-])cc2)CC1	-0.1	-0.8	4.0	-10.4
COc1cc(Nc2cc(C)nc(NCc3cccnc3)n2)cc(OC)c1OC	0.0	1.6	12.1	-1.0
COc1ccc(N2C(=O)CC(N(CCc3cccs3)C(=O)Nc3ccccc3)C2=O)cc1 (stereo unspecified)	-0.1	-0.7	-19.7	-10.7
CCNC(=O)CN(c1ccc(Br)c(C)c1)S(C)(=O)=O	-0.1	0.0	4.3	-2.4
CC(c1ccccc1)N1CC(C(=O)N2CCN(c3ccc(F)cc3)CC2)CC1=O (stereo unspecified)	0.0	5.2*	2.4	3.7
N#C/C(=N\Nc1ccccc1)C(=N)SCc1ccccc1	0.0	0.0	10.9	10.0
CCOc1ccc(NC(=O)CSc2nc3cc(C(=O)OC)ccc3c(=O)n2CCOC)cc1	0.5	-0.1	-9.5	4.8
COC(=O)c1ccc(NC(=O)CCN2C(=O)C3C4C=CC(C4)C3C2=O)cc1 (stereo unspecified)	0.8	-0.9	4.5	1.6
Cc1ccc2cc(/C=C3\N=C(c4ccccc4)OC3=O)c(N3CCOCC3)nc2c1	0.2	0.0	4.6	9.0
Cc1cc(C)c(OCC(=O)Nc2ccc(Br)cc2)c(C)c1	-0.1	-0.3	-6.5	-4.1
N#C/C(=C\c1ccccc1[N+](=O)[O-])c1nc2c(s1)CCCC2	0.1	-1.2	5.8	31.8
CN(CCc1cnn(C)c1)Cc1ccc(OCC(O)CN2CCCCC2)cc1 (stereo unspecified)	-0.1	-0.9	-5.6	-2.7
Cc1nn(-c2ccccc2)c(Cl)c1C1C(C#N)=C(N)Oc2n[nH]c(C(C)(C)C)c21 (stereo unspecified)	0.0	0.9	3.4	4.3
COc1ccccc1/C=C/C(=O)OCCN1CCOCC1	0.4	-4.2	-13.1	15.5
COc1ccc(/C(N)=N/OC(=O)c2ccc(C)cc2)cc1OC	-0.3	-0.1	-58.3	-5.5
O=c1c2ccccc2[nH]c(=S)n1CC1CCCO1 (stereo unspecified)	-0.1	-0.1	-11.6	4.0
CNC(=O)c1ccc(-c2cccc(OC)c2)nc1NCC1CC1	-0.1	0.2	-2.3	15.1
O=C(Nc1nccs1)C12CCC(CC1)C2	1.0	0.2	8.3	13.7
c1ccc(N2CCN(c3nc(NCc4ccco4)c4ccccc4n3)CC2)cc1	0.0	1.1	-6.5	8.3
COc1cc(C2C3=C(CC(C)(C)CC3=O)Nc3ccc4ccccc4c32)ccc1O (stereo unspecified)	0.1	-1.7	5.5	44.1
CCOC(=O)c1c(N)sc2c1CCN(C(=O)OCC)C2	0.0	1.2	3.8	1.8
CCN1C(=O)N/C(=C/c2ccc(N(CC)CC)cc2OC)C1=O	0.2	-0.5	5.0	6.8
